TRHR agonist: TRH receptor (human) agonism; 360,000 tested, 0.18% active; P34981; activation, % at 2 µM; TRHR cells, calcium flux fluo-8, FDSS agonist mode; also: 0% is about no effect
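Fluo-8-loaded TRHR cells; 10 s baseline, compound added, kinetic Ca2+ fluorescence read 1/s, agonist mode.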
D2 potentiator: positively modulates the human D2 dopamine receptor allosterically. AID 485347. potentiation, % at 10 µM. 340,000 tested, 0.34% active. HEK293 T-REx D2, calcium flux, EC20 dopamine potentiation. P14416;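 active = potentiation over 3 SD above the plate norm, cut at about 30% in these data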; also: 0% is about no effect
Target sequence (P14416 whole entry, looked up): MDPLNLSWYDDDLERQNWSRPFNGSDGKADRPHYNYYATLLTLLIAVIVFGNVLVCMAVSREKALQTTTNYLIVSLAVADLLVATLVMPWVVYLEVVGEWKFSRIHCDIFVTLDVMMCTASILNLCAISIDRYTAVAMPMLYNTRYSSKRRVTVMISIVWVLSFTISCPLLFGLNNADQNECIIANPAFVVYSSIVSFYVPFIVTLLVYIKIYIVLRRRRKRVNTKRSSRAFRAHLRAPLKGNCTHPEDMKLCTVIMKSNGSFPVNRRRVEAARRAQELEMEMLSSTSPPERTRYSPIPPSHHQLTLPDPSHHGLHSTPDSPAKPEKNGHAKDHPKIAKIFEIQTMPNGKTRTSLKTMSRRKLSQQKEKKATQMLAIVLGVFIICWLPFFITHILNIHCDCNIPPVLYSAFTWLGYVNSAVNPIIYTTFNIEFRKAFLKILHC
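Tetracycline-induced Hek293 Trex D2 cells, force-coupled to calcium, loaded with no-wash calcium dye. Compound added with 180 s kinetic read for agonism, then EC20 dopamine and a further 180 s read for potentiation.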
TRHR enhancer: allosterically enhances the human TRH receptor; enhancement, % at 2 µM; TRHR cells, fluo-8 calcium fluorescence, EC20 TRH enhancement; AID 493056; P34981; 360,000 tested, 0.66% active; in the data active = enhancement above about 30%; also: 0% is about no effect
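TRHR-expressing cells loaded with fluo-8 calcium dye were read kinetically (ex 480/em 530) during compound addition, then stimulated with an EC20 of TRH (10 nM final). Enhancement of the Gq-mediated intracellular calcium response was scored.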
D1 PAM: potentiators of human D1 dopamine receptor | potentiation, % at 10 µM | HEK293 TREx D1 cells, calcium flux, dopamine EC20 potentiation | P21728 | AID 504651 | 360,000 tested, 0.036% active; in the data active = potentiation above about 30%; also: 0% is about no effect
Target sequence (P21728 whole entry, looked up): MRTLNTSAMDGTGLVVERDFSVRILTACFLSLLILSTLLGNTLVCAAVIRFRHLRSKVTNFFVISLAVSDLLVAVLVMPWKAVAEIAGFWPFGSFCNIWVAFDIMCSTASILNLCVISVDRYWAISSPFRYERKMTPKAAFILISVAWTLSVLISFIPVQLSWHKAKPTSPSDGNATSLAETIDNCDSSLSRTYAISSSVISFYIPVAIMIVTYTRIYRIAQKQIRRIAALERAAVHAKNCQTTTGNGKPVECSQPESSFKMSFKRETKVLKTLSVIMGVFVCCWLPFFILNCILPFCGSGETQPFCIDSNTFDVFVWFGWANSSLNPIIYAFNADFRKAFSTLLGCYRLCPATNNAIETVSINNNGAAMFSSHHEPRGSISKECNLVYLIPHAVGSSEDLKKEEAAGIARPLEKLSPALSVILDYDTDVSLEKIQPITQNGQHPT
D2 ag: agonists of human D2 dopamine receptor; HEK293 T-REx D2 cells, calcium flux agonist mode; P14416; activation, % at 2 µM; 340,000 tested, 0.53% active;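 active = activation over 3 SD above normal in the single-dose calcium agonist read, cut at about 30% in these data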; also: 0% is about no effect
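Tetracycline-induced HEK293 Trex cells with D2 receptor force-coupled to calcium signaling, plated overnight at 30 C and loaded with no-wash calcium dye. Calcium flux read kinetically for 180 s after compound addition; responses flag agonists.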
D2 antag: antagonists of human D2 dopamine receptor. HEK293 TREx D2 cells, calcium flux, dopamine EC80. inhibition, % at 10 µM. 340,000 tested, 2% active. AID 485344; in the data active = inhibition above about 30%; also: 0% is about no effect
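In this primary screen, negative modulation is detected by tracking calcium flux after an EC80 dopamine challenge in inducible HEK293 T-REx D2 cells preexposed to test compound for 180 s.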
D1 antagonist: blocks dopamine activation of the human D1 receptor | P21728 | HEK293 TREx D1 cells, calcium flux, dopamine EC80; hits give low values | activity change, negative = inhibition, % at 10 µM | 360,000 tested, 3.2% active | AID 504652; in the data active = activity change below about -30%; also: % is scaled to controls: 0 for no effect and ±100 for the full control effect
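Tetracycline-induced HEK293 T-REx cells with force-coupled D1 receptor were loaded with a no-wash calcium dye. Compound was added after a 10 s baseline and read kinetically for 180 s; EC80 dopamine was then added and calcium flux followed another 180 s.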
RXFP1 antag: RXFP1 (human) relaxin receptor antagonism | 350,000 tested, 0.59% active | Q9HBX9 | HEK293-RXFP1, relaxin-stimulated cAMP HTRF, 30 min; hits give low values | activity change, negative = inhibition, % at 57.5 µM;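 active = activity change of -60% or lower, but not beyond a set lower limit; inconclusive = change between -60% and -40%, or beyond the set limit; inactive = change above -40%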; also: % is scaled to controls: 0 for no effect and ±100 for the full control effect
D1 ag: human D1 receptor agonism; P21728; HEK293 T-REx D1 cells, calcium flux, agonist mode; activation, % at 2 µM; 360,000 tested, 1% active; also: 0% is about no effect
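Agonism was scored from calcium flux recorded over 180 s (1 read/s) after pintool compound addition, following a 10-cycle baseline. Cells were inducible force-coupled HEK293 TREx D1, plated overnight at 30 C and loaded with no-wash calcium dye.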
* = called active by the depositor; ? = inconclusive; / = no result given. Rule as the data show it, unless noted: active = activation above about 30%; inactive = the rest. Hits appear at their usual frequency; about 7.1% have a hit in one of these screens.

SMILES	TRHR agonist	D2 potentiator	TRHR enhancer	D1 PAM	D2 ag	D2 antag	D1 antagonist	RXFP1 antag	D1 ag
COc1ccc(CCN2CC(C(=O)Nc3cccc(C(C)=O)c3)CC2=O)cc1OC (configuration not stated)	0.1	2	0	-4	0.2	-10	4	-2	4
O=C(CN1CCCc2ccccc21)N/N=C/c1ccc(F)cc1F	-0.2	-10	7	0	1.9	-1	1	-20	4
CCN(CCCNC(=O)c1c(C)cc(=O)oc1C)c1ccccc1	-0.3	-2	-3	-1	1.2	-37	9	22	4
O=C(Nc1ccccc1F)c1ccn[nH]1	-0.2	/	-1	-1	0.0	-9	4	-2	1
CC(C)Oc1ccc(CNC(=S)N/N=C/c2cccnc2)cc1	-0.6	8	4	-3	0.3	6	-12	-18	0
Cc1nnsc1C(=O)NNC(=O)c1cccc2ccccc12	0.4	6	-3	-5	0.0	-1	0	-16	1
C[C@]12CCC(=O)C=C1CC[C@@H]1[C@@H]2[C@@H](O)C[C@@]2(C)[C@H]1CC[C@]2(O)C(=O)CO	0.4	16	14	-6	1.3	-6	7	-13	0
COc1ccc(Nc2nnc(SCc3cc(=O)n4ccsc4n3)s2)cc1	-0.3	1	-1	-3	-0.3	1	-9	13	0
CSc1nc(=S)c2[nH]c(=S)[nH]c2[nH]1	-0.7	5	7	-8	0.4	-17	-16	-4	1
Cc1ccc2cc(C=O)c(N(C)C)nc2c1	-0.8	1	0	-1	-0.2	-5	-8	7	-1
CCN1C(=O)N(c2cccc3ccccc23)C(C)=CC1(C)C	-0.4	-3	-4	1	0.3	-7	9	-7	-1
CCSc1nnc(NC(=O)Cn2cnc3ccccc3c2=O)s1	0.0	-4	-3	5	-0.2	6	4	3	3
O=C(O)COc1ccc(/C=C/C(=O)c2ccc(C3CCCCC3)cc2)cc1	0.1	2	-6	10	-0.2	-13	-14	-27	4
CC(C)CCn1c(N2CCc3ccccc3C2)nc2c1c(=O)[nH]c(=O)n2C	-1.0	14	1	-4	-1.2	-4	-14	/	5
C=CCN1C(=O)C(CC(=O)O)SC1=Nc1cccc([N+](=O)[O-])c1 (configuration not stated)	0.4	10	-4	2	0.2	-14	-14	-3	-2
COc1ccccc1CNc1ncc(-c2ccccc2)n1C	-1.6	-3	-2	-3	0.2	-18	-49*	-1	7
Cc1ccc(C(C)C)c(OCC(=O)NN=C2CCCCCCC2)c1	0.4	7	-5	9	-0.2	9	0	-2	1
COc1ccc(NC(=O)c2nc3nc(C)cc(C(F)F)n3n2)cc1OC	-0.7	5	2	12	-0.2	8	29	-5	12
CCOc1cc(/C=N/n2c(C)nc3ccccc3c2=O)ccc1O	-0.7	2	-2	5	-0.7	-4	11	-10	0
O=C(c1cccs1)N1CCN(S(=O)(=O)N2CCOCC2)CC1	0.9	/	12	-1	1.7	7	-6	1	2

Results in D1 ag (three entries from above):
SMILES | D1 ag
O=C(Nc1ccccc1F)c1ccn[nH]1 | 1
CC(C)Oc1ccc(CNC(=S)N/N=C/c2cccnc2)cc1 | 0
Cc1nnsc1C(=O)NNC(=O)c1cccc2ccccc12 | 1

New compounds follow
SMILES	TRHR agonist	D2 potentiator	TRHR enhancer	D1 PAM	D2 ag	D2 antag	D1 antagonist	RXFP1 antag	D1 ag
Cc1ccccc1N(CC(=O)N1CCCCCC1)S(C)(=O)=O	0.3	-3	5	1	15	1	-1	16	4
COc1cc(NC(=O)c2ccc3c(c2)C(=O)N(CCC(C)C)C3=O)c(C(=O)O)cc1OC	0.6	16	-8	-3	0.6	-2	-2	-13	1
Cc1ccc(-c2nn(-c3cc(Cl)ccc3[N+](=O)[O-])c(=O)c3ccccc23)cc1	0.0	11	-6	8	-0.4	5	1	-1	2
CCOC(=O)COc1ccc(CC)cc1C(=O)c1ccn2nc(-c3ccc(F)cc3)cc2n1	-0.7	2	1	-3	1.0	/	-6	/	-1
Cc1ccc(-c2nnc(Nc3ccc(OC(F)(F)Cl)cc3)c3ccccc23)cc1S(=O)(=O)NC(C)(C)CO	1.0	2	0	-4	0.3	/	3	/	0
Cc1ccc(CNc2nc3ccccc3c3nc(-c4cccc(C)c4)nn23)cc1	0.0	-4	-1	-7	-0.3	/	-15	4	0
CCC(=O)Nc1cc(C)c(NC(=O)c2ccco2)cn1	0.5	4	1	10	-0.1	-1	8	6	3
CCOc1ccc(S(=O)(=O)NCc2csc(C)n2)cc1	-1.2	6	3	-4	-0.7	-5	-10	-17	10
COc1ccc(CNC(=O)c2cnc3sc(N4CCCC4)nn3c2=O)cc1OC	-0.4	-9	7	-6	-0.4	/	-19	2	-1
CCCSc1nc2c(cnn2-c2ccc(F)cc2)c(=O)[nH]1	-0.2	9	8	-5	0.7	-25	-11	/	-1
CCOC(=O)c1c(C)[nH]c(C)c1C(=O)CSc1nnc(-c2ccco2)n1Cc1ccccc1	-0.8	-9	-7	-9	-4.4	15	10	-10	4
CCN(C(=O)c1nn(-c2ccc(OC)c(Cl)c2)c(=O)c2c1c1ccccc1n2C)c1cccc(C(F)(F)F)c1	0.5	-3	-1	2	-0.2	/	10	-1	-1
CCc1nnc(SCC(=O)N2CCCc3ccccc32)nc1CC	-0.8	/	-7	-4	/	/	9	-3	4
O=C(/C=C/c1c(Cl)cccc1Cl)NCc1ccco1	-1.5	-5	-5	-2	-0.9	0	-12	1	2
Cc1ccc(-c2nc(CS(=O)(=O)CC(=O)NC3CCCCCC3)c(C)o2)cc1	0.1	1	-8	-5	-0.7	-10	0	-7	2
Cc1cc(C)n2nc(SC(C)C(=O)N(C)c3ccccc3)nc2n1 (configuration not stated)	0.1	-2	2	-8	-0.6	11	0	-1	1
O=C1COc2ccc(C(=O)CSc3nnc(Cc4ccccc4)o3)cc2N1	-0.6	-3	8	-7	1.4	-3	-3	-16	-1
C=CCOC(=O)c1[nH]c2c(c1C)C(=O)CC(c1cc(OC)c(OC)c(OC)c1)C2 (configuration not stated)	-0.5	8	0	-3	-2.4	-3	-9	?	4
CC(=O)Nc1ccc(S(=O)(=O)N(C)CC(=O)OCC(=O)Nc2ccc3c(c2)OCO3)cc1	-0.2	-6	-1	0	-0.2	8	-1	10	1
CC(C)N(C(=O)COC(=O)c1ccc([N+](=O)[O-])cc1)c1ccccc1	0.2	2	-2	-6	0.9	0	-11	-3	2

Entries listed so far that have a Cl atom:
SMILES	TRHR agonist	D2 potentiator	TRHR enhancer	D1 PAM	D2 ag	D2 antag	D1 antagonist	RXFP1 antag	D1 ag
Cc1ccc(-c2nn(-c3cc(Cl)ccc3[N+](=O)[O-])c(=O)c3ccccc23)cc1	0.0	11	-6	8	-0.4	5	1	-1	2
Cc1ccc(-c2nnc(Nc3ccc(OC(F)(F)Cl)cc3)c3ccccc23)cc1S(=O)(=O)NC(C)(C)CO	1.0	2	0	-4	0.3	/	3	/	0
CCN(C(=O)c1nn(-c2ccc(OC)c(Cl)c2)c(=O)c2c1c1ccccc1n2C)c1cccc(C(F)(F)F)c1	0.5	-3	-1	2	-0.2	/	10	-1	-1
O=C(/C=C/c1c(Cl)cccc1Cl)NCc1ccco1	-1.5	-5	-5	-2	-0.9	0	-12	1	2

The list continues.
SMILES	TRHR agonist	D2 potentiator	TRHR enhancer	D1 PAM	D2 ag	D2 antag	D1 antagonist	RXFP1 antag	D1 ag
CCOCCc1nnc(NC(=O)C(CC)c2ccccc2)s1 (configuration not stated)	1.1	-2	-9	-3	0.5	-6	-4	14	3
O=C(NCC1CCCO1)c1ccccn1 (configuration not stated)	0.8	11	4	-5	1.0	-34	2	-5	2
CC(Cc1ccccc1)NC(=S)CN1CCCC1=S (configuration not stated)	0.0	-3	-3	-2	0.2	-7	-7	-1	5
COC(=O)C1CCN(C(=O)[C@H](C)NC(=O)C2CC(=O)N(c3ccc(F)cc3)C2)CC1 (some centres not stated)	0.4	0	2	-2	-1.0	-14	-21	13	3
Cc1ccc(C)c(NC(=O)[C@@H]2CCCN2S(=O)(=O)c2ccccc2F)c1	-0.7	11	-5	6	-0.3	-10	8	0	7
COc1cc(OC)c2ccc(=O)oc2c1C(CC(=O)N1CCOCC1)c1ccc2c(c1)OCO2 (configuration not stated)	-0.1	9	-3	-9	0.7	-1	-18	/	0
O=C(c1cc(-c2ccc(Cl)cc2)n(-c2cc(Cl)ccc2Cl)n1)N1CCOCC1	1.3	6	5	-2	1.9	-6	18	3	-1
Cc1ccc(C(=O)N2CCOCC2)cc1S(=O)(=O)N1CCOCC1	-0.4	-3	5	-1	0.2	-7	-10	3	5
CCOc1nc(NCc2ccco2)nc(Nc2ccccc2F)n1	-0.5	7	-1	0	-0.7	7	2	-1	2
COc1cc(C(=O)NCCOc2cc(C)cc(C)c2)cc(OC)c1OC	-2.3	-3	2	10	-1.0	22	-21	4	5
Cc1ccccc1NCC(=O)N/N=C\c1ccc2c(c1)OCO2	0.5	-14	-5	-10	2.2	-2	-6	4	2
CCCCNC(=O)c1ccc2c(c1)S(=O)(=O)c1ccccc1C2=O	6.5	-8	-5	-3	-1.0	7	9	16	0
CCn1c(SCc2c(F)cccc2Cl)nnc1-c1ccco1	-0.6	7	-2	2	-0.4	-7	6	21	-2
Cn1nc(CC(=O)Nc2ccc(N3CCN(C(=O)OC(C)(C)C)CC3)cc2)c2ccccc2c1=O	0.6	-4	1	-5	1.7	-1	-16	-4	8
Cc1sc2ncnc(N3CCC(C(=O)NNC(=O)c4ccc(Cl)cc4)CC3)c2c1C	-0.8	-11	-11	4	-0.5	9	3	-25	3
COc1ccc(C(=O)Nc2ccc(NC(=O)c3ccccn3)cn2)cc1	0.2	/	0	-4	/	/	-4	1	3
O=C(CCN1C(=O)C2CC=C(Cl)CC2C1=O)Nc1ccccc1O (configuration not stated)	0.1	-10	17	0	-1.1	-3	-19	5	0
COc1ccc(S(=O)(=O)N2CCN=C2SCc2cccnc2)cc1	-0.2	4	0	-2	-0.9	0	-1	-4	0
O=C(CCc1nnc2ccc(N3CCCC3)nn12)Nc1ccc(F)c(F)c1	-0.2	-2	3	-1	-0.4	12	2	7	0
COc1cc2nc(C)sc2cc1SC	-0.6	4	15	-7	0.2	-27	32	-4	2
COc1cccc(CC(=O)Nc2nc(-c3ccc(F)c(F)c3)cs2)c1	-0.1	-4	-9	-8	-0.4	3	-6	-35	4
Cc1cc(Cl)ccc1OCC(=O)N/N=C/c1ccncc1	1.8	-2	-4	-12	-0.2	9	-10	8	6
Cc1ccccc1OCCCCN1CCCCC1	0.3	-16	7	-1	0.9	50*	8	5	3
O=S1(=O)C=C(N2CCOCC2)c2ccccc21	-0.1	-8	-5	-4	-0.6	16	-13	-9	2
Cc1cc(C)cc(NC(=S)Nc2cccc3cnccc23)c1	-0.6	/	-3	-1	/	/	-10	2	3
Cc1cc(NC(=O)C2CC(=O)OC2c2ccccc2)no1 (configuration not stated)	0.0	-7	1	3	0.6	/	11	36	3
CCCCCC(=O)Nc1ccc(C(=O)COC(=O)c2ccccn2)cc1	0.2	3	13	-6	-0.7	29	-16	13	2
O=c1[nH]c2cccnc2c2ccsc12	0.1	-5	-5	-1	0.1	-3	-7	-19	0
Cc1cc(C)c(OCCOCCN2CCN(C)CC2)c(Cl)c1	0.3	-11	12	0	1.9	4	-7	-1	-2
Cc1cc(C(=O)N2CCN(S(C)(=O)=O)CC2)sc1-c1ccccc1	-0.1	11	1	-4	0.1	-13	-10	6	2

Screening data from PubChem.
